Screening data as filed in PubChem BioAssay.
N-glyco inh: N-linked glycosylation inhibition | D54 ERlucT glycosylation luciferase reporter, 24 h; percent of 100 nM tunicamycin response | AID 588692 | reporter increase, % at 12.5 µM | 360,000 compounds, 0.23% hits;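 active = mean luciferase reporter signal, scaled so untreated is 0 and the glycosylation-blocking control 100, at or above a set limit in every replicate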;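 also: luciferase carries N-glycosylation sites so blocking glycosylation raises the light; 0% = median of neutral control wells and 100% = median of 100 nM tunicamycin wells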
aDG glyco act: increases alpha dystroglycan glycosylation. activation, % at 10 µM. Pro5-aDG cells, alpha-DG glycosylation AlphaScreen (IIH6); 0% Pro5, 100% B10-LARGE cell signal. 360,000 compounds, 0.22% hits. AID 624168;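 active = activation of at least 8% versus controls, or a plate z-score of at least 8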;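 also: Pro5 are CHO cells carrying HIG-tagged alpha-DG that lacks glycosylation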
TLR9-MyD88 block: blocks human TLR9 binding to MyD88. Q9NR96+Q99836. CHO BLA complementation TLR9-MyD88, CCF4 FRET ratio. inhibition, % at 4.98 µM. 340,000 compounds, 0.21% hits. AID 504734;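 active = inhibition above the mean over all tested compounds plus 3 SD, cut at about 21% in these data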;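 also: 0% = DMSO only wells and 100% = clavulanate BLA inhibitor control wells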
ABHD5 PLIN5 PPI: blocks binding of human ABHD5 to perilipin-5; Q00G26+Q8WTS1; 360,000 compounds, 0.78% hits; AID 602281; inhibition, % at 4 µM; Split G. princeps luciferase complementation, luminescence, 4 h;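 active = inhibition above the mean inhibition across every tested compound plus 3 SD, cut at about 22% in these data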;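 also: 0% = DMSO only wells and the 100% control is not disclosed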
MC4R ag barr: agonists of human melanocortin 4 receptor (MC4R) beta-arrestin | 360,000 compounds, 0.98% hits | P32245 | U2OS MC4R beta-arrestin complementation, luminescence; percent of melanotan II response, DMSO zero | activation, % at 8.9 µM;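 active = activation above a per-plate cutoff, the mean activation of sample wells on that plate plus 3 SD, cut at about 8% in these data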
Target sequence (P32245 whole entry, looked up): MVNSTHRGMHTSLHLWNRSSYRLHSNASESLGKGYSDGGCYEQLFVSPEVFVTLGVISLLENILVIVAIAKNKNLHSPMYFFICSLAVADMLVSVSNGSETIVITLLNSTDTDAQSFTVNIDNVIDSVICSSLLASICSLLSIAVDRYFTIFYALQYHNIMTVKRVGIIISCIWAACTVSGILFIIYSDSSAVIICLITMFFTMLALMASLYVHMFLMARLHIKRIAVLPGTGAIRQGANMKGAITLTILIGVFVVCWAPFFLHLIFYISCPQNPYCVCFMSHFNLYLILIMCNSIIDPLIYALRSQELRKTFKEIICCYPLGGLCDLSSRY
Granule exo inh: lytic granule exocytosis inhibition; inhibition, % at 10 µM; 360,000 compounds, 0.66% hits; AID 651702; TALL-104 LAMP-1 surface exposure, flow cytometry; cells stimulated with thapsigargin and PMA;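 active = inhibition above about 55%, limit read from the data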
Vif inh: blocks HIV Vif function; HEK293T cells, Vif self-association by quenched fluorescence, imaging, 24 h; inhibition, % at 7.49 µM; 340,000 compounds, 0.35% hits; AID 602346; in the data active = inhibition above about 50%, passing the limit was not always enough; also: some results filed as inactive read as strong as hits
ABCB6 inh 2: inhibitors of human ABC transporter ABCB6; Q9NP58; K562-ABCB6 porphyrin accumulation, flow cytometry, 1 h; hits give low values; fluorescence ratio to DMSO, % at 10 µM; 360,000 compounds, 0.19% hits; AID 602162;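 active = fluorescence ratio to DMSO below 75%, the collection mean minus 3 SD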;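 also: signal is porphyrin accumulated inside mitochondria; 100% equals median channel fluorescence of DMSO control wells; lower ratio means ABCB6 inhibition with less porphyrin fluorescence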
NOD2 RIPK2 PPI: blocks binding of human NOD2 to RIPK2 | 360,000 compounds, 0.38% hits | CHO BLA complementation NOD2-RIPK2, CCF4 ratio | AID 624267 | O43353 | inhibition, % at 4.98 µM; in the data active = inhibition above about 21%;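 also: 0% = vehicle only and 100% = reference blocker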
Target sequence (O43353 whole entry, looked up): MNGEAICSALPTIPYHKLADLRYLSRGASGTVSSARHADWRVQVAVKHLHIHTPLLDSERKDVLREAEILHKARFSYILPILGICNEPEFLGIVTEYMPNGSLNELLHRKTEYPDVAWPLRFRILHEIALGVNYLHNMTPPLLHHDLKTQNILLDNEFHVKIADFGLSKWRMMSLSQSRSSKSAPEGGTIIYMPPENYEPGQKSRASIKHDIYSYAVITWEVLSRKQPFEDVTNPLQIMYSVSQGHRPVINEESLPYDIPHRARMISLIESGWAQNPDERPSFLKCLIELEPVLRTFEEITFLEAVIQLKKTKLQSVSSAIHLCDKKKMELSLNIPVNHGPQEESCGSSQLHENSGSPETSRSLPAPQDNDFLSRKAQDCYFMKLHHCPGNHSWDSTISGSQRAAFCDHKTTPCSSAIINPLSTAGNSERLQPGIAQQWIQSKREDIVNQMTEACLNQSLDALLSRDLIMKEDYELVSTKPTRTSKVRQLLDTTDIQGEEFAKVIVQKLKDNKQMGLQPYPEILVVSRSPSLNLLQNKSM
MC4R antag cAMP: human MC4R antagonism in cAMP assay. MC4R-expressing cells, MTII-stimulated cAMP, LANCE TR-FRET. inhibition, % at 6.5 µM. 360,000 compounds, 0.48% hits. AID 540295;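 active = inhibition above its plate's cutoff, the mean of tested wells on that plate plus 3 SD, cut at about 29% in these data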;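 also: 0% = Melanotan II alone and 100% = Melanotan II plus saturating MCL0020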
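Material: U2OS-MC4R stable cell line | Reagent: Melanotan II challenge after compound preincubation | Doses: One concentration, 6.5 µM nominal | Incubation: 30-min compound preincubation, 1-h Melanotan II challenge, 1-h detection, room temperature | Signal: TR-FRET cAMP assay | Replicates: One well per compound, no replicates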
Active calls of the source: *; . = no result given.

N-glyco inh	aDG glyco act	TLR9-MyD88 block	ABHD5 PLIN5 PPI	MC4R ag barr	Granule exo inh	Vif inh	ABCB6 inh 2	NOD2 RIPK2 PPI	MC4R antag cAMP	canonical_smiles
-1	0.0	-5	7	-2.1	1	0	100	1	11	O=C(COC(=O)C1COc2ccccc2O1)Nc1cccc(F)c1 (configuration not stated)
-4	-0.3	.	1	.	-1	5	98	6	.	C(=C\c1ccccc1)/CN1CCN(C(c2nnnn2C2CCCCC2)C2CC2)CC1 (configuration not stated)
-1	-0.2	2	10	0.0	5	4	103	-2	-9	Cc1ccc(C(=O)N/N=C\C=C\c2ccc(Br)cc2)cn1
1	0.0	13	0	3.0	-11	-1	94	4	9	CCOC(=O)c1sc2nc(NC(=O)C3CC3)sc2c1C
2	-0.1	0	4	-0.9	4	.	97	-8	-9	Cc1ccc(OC(=O)CCC(=O)Nc2ccc(S(=O)(=O)Nc3cc(C)on3)cc2)cc1
0	0.1	1	-5	-1.9	3	-10	98	9	3	Cc1c(C(=O)N2CCN(C(=O)c3ccco3)CC2)oc2c(Cl)cccc12
0	-0.1	-7	6	1.1	-1	-19	90	-1	-1	COc1ccccc1N(C)S(=O)(=O)c1ccc(C(=O)N(C)Cc2ccc(Cl)s2)cc1
-1	-0.2	2	2	-0.1	-4	-3	95	-4	4	CCOc1ccc(NC(=O)COC(=O)c2ccc3c(c2)C(=O)N(CCc2ccccc2)C3=O)cc1
-3	-0.2	1	-6	-0.4	1	-10	92	12	-6	CCOC(=O)c1[nH]c2ccccc2c1NC(=O)c1ccc(S(=O)(=O)N2CCCCC2)cc1
-1	0.1	-5	-10	-3.6	2	-6	97	-4	2	CCC(=O)N1c2ccc(S(=O)(=O)NC3CCCCC3)cc2CC1C (configuration not stated)
-1	-0.1	11	5	-1.1	0	4	91	-3	1	Cc1ccc(C)c(C2C(C#N)=C(N)Oc3cc(C)oc(=O)c32)c1 (configuration not stated)
10	-0.1	5	-4	1.9	2	-2	89	9	-11	O=S1(=O)CCC(NC(=S)SCCOc2ccccc2)C1 (configuration not stated)
2	-0.1	-3	-9	-1.4	0	8	104	-13	15	CCOc1ccc(CN2CCNC(=O)C2CC(=O)NCCc2cnccn2)cc1 (configuration not stated)
0	0.8	6	-4	-3.0	0	-1	97	4	4	Cc1ccccc1Oc1ncnc2sccc12
-1	-0.3	-7	12	-1.2	1	3	98	5	-1	COc1ccc(OC)c(NC(=O)CN2C(=O)C(C)N(c3ccc(C)cc3)C2=O)c1 (configuration not stated)
-1	-0.1	-3	0	0.2	-1	-2	100	-4	12	O=C(COC(=O)c1ccc(O)cc1)Nc1cc(C(F)(F)F)ccc1Cl
-2	0.1	-4	3	2.3	4	4	101	-6	-3	Cc1ccc2c(c1)c1c(n2CC(O)Cn2nc(C)c(Br)c2C)C(=O)CCC1 (configuration not stated)
1	-0.4	-2	2	-2.4	-3	-2	100	-9	4	CC(=O)Nc1cc(-c2ccc(Cl)cc2)nn1-c1ccccc1
2	-0.1	-4	-3	-0.7	-1	-11	97	-8	17	COc1ccc(NC(=O)N2CCCC(CCC(=O)N(C)CCc3ccccn3)C2)cc1 (configuration not stated)
-1	0.0	-1	-2	-1.7	-3	0	95	-5	18	COc1cccc(C(=O)N2CCN(S(=O)(=O)Cc3ccccc3)CC2)c1
-8	0.8	-7	0	-2.3	-6	-9	96	-8	21	Cc1nc2c(C(=O)N3CCCCC3)cnn2c(C)c1Cc1ccccc1F
0	0.0	2	3	0.0	-6	1	101	6	13	CC(=O)c1ccc(OC(=O)/C=C/c2ccccc2)cc1
0	-0.1	6	-10	1.8	1	-9	98	-10	-44	Nc1ncnc2c1ncn2[C@H]1C[C@H](O)[C@@H](COP(=O)(O)O)O1
-2	-0.3	9	-7	1.6	-3	1	101	1	2	CC(C)NC(=S)N/N=C1\CCCCc2ccccc21
-5	2.0	.	-4	2.6	2	-38	97	4	2	COc1ccc(-c2coc3c(C(=O)NCC4CC4)cccc23)c(C)c1
.	0.0	.	-7	.	5	.	104	-5	.	COC(=O)[C@]1(Sc2ccc(C)cc2)CC(=O)N[C@@H]1c1ccccc1
0	-0.1	-2	20	-2.2	14	-5	103	12	10	CCOC(=O)C1=C(COC(=O)c2ccc(OC(C)C)cc2)NC(=O)NC1C (configuration not stated)
-3	1.6	-5	-1	-1.5	6	-11	97	-4	2	CC1=C(C(=O)Nc2nc3ccccc3s2)C(c2ccco2)C(C#N)=C(SCC(=O)NC2CCCCC2)N1 (configuration not stated)
0	-0.1	-5	4	-1.5	-8	11	97	-3	0	O=C(CCc1ccccc1)NNC(=O)COc1ccccc1Cl
1	3.2	-7	4	0.7	-5	10	95	-4	1	CN(C)CCCNS(=O)(=O)c1ccc(Oc2ncc(C(F)(F)F)cc2Cl)cc1
2	0.0	3	4	-1.4	5	19	103	-16	-1	COc1cccc(NC(=O)COC(=O)/C=C/c2ccco2)c1
-8	0.4	0	-4	0.2	7	-2	99	-1	-2	O=C(OCc1c(-c2ccccc2)ncc2ccccc12)c1ccc(C(F)(F)F)cc1

Brought forward from above: three entries, then new ones.
N-glyco inh	aDG glyco act	TLR9-MyD88 block	ABHD5 PLIN5 PPI	MC4R ag barr	Granule exo inh	Vif inh	ABCB6 inh 2	NOD2 RIPK2 PPI	MC4R antag cAMP	canonical_smiles
1	3.2	-7	4	0.7	-5	10	95	-4	1	CN(C)CCCNS(=O)(=O)c1ccc(Oc2ncc(C(F)(F)F)cc2Cl)cc1
2	0.0	3	4	-1.4	5	19	103	-16	-1	COc1cccc(NC(=O)COC(=O)/C=C/c2ccco2)c1
-8	0.4	0	-4	0.2	7	-2	99	-1	-2	O=C(OCc1c(-c2ccccc2)ncc2ccccc12)c1ccc(C(F)(F)F)cc1
0	0.0	-5	4	-0.1	-2	-7	92	-21	10	Cc1ccc(NC(=O)CN2C(=O)NC(Cc3ccccc3)C2=O)cc1Cl (configuration not stated)
7	0.3	-7	-1	-1.0	-3	2	100	2	4	Nc1nc(Cl)c2ncn(C3OC(CO)C(O)C3O)c2n1 (configuration not stated)
2	-0.3	-5	6	-0.4	2	4	96	-6	-2	COc1ccc(CNC(=O)C2(CC3CC(c4ccccc4)=NO3)CCN(C(=O)CCCCCBr)CC2)cc1 (configuration not stated)
-1	0.0	-7	-7	-1.1	-2	11	96	-5	17	COc1ccc(NC(=O)O/N=C/c2ccccc2)cc1
-2	1.7	-4	-6	1.7	4	-3	98	-5	7	Cc1ccc(CSCC(=O)N(C)CC(=O)Nc2ccc(Cl)c(Cl)c2)cc1
-1	0.0	7	2	-0.3	0	1	100	-6	-6	O=C(CNC(=O)c1ccc(Br)o1)Nc1cccc(S(=O)(=O)N2CCOCC2)c1
1	0.1	-3	-3	-0.5	2	8	96	-11	10	COC(=O)c1ccc(COC(=O)C23CC4CC(CC(O)(C4)C2)C3)o1
4	0.0	-7	-5	4.0	-2	0	97	-6	34*	Cc1ccc2[nH]c(O)c(N=NC(=O)c3ccc(NS(=O)(=O)c4cccs4)cc3)c2c1
0	0.1	-6	-7	-0.1	-5	-15	100	-10	12	O=C(O)C1CCN(C(=O)c2scc3c2OCCO3)CC1
-7	-0.1	-12	-3	-1.1	-4	-1	97	4	-7	Cc1ccccc1CN1CCN(C(=O)c2cccc3ccccc23)CC1
-1	0.1	6	0	-0.2	2	10	99	-16	3	NS(=O)(=O)c1cc(C(=O)OCC(=O)NC2CC2)ccc1Cl
1	-0.1	-4	1	-1.1	1	0	102	2	-2	O=C(N/N=C/c1ccc(-c2cccc([N+](=O)[O-])c2)o1)c1cccs1
-8	0.3	3	13	-0.2	32	-3	99	6	8	CCCCN(CC)CCNC(=O)c1ccc2c(Cl)c3c(nc2c1)CCC3
-4	0.0	-3	6	1.1	1	-5	96	-4	-6	C=CCn1cccc(C(=O)Nc2ccc(F)cc2)c1=O
-3	0.8	-3	0	-2.3	2	-1	97	-8	3	COc1cccc(CNS(=O)(=O)c2ccc3c(c2)CC(C)N3C(=O)C2CC2)c1 (configuration not stated)
-6	0.3	.	-6	9.6*	67*	-8	96	-4	4	CC(C)(C)c1cc(C(=O)Nc2ccc(F)cc2)n(Cc2ccc(F)cc2)n1
1	-0.3	-4	-8	-4.0	-2	-8	98	-4	5	CCN(c1ccccc1)S(=O)(=O)c1ccc(C(=O)NNC(=O)c2ccccc2F)cc1
-1	-0.2	-3	-1	-1.0	-4	14	89	-1	2	CCOC(=O)C1=C(COC(=O)CCNS(=O)(=O)c2ccc(C)c(C)c2)NC(=O)NC1C (configuration not stated)
1	0.0	.	-14	.	16	-2	99	3	.	COc1ccc(S(=O)(=O)NNS(=O)(=O)c2ccc(OC)c(OC)c2)cc1OC
0	0.3	-4	-1	0.8	-3	9	104	-18	19	CCOc1ccc(CCNC(=O)CCc2nnc3ccc(N4CCCC4)nn23)cc1OCC
1	-0.1	3	11	-0.7	8	6	97	-5	2	Cn1cccc1CC(=O)N/N=C/C=C/c1ccco1
1	0.1	-1	7	-1.0	-3	2	94	-3	32*	NS(=O)(=O)c1ccc(NC(=O)COC(=O)c2ncc(Cl)c(Cl)c2Cl)cc1
1	0.0	-2	-2	-4.1	1	5	96	-6	4	COC(=O)C1=C(C)N(C)C(=O)NC1c1ccc(O)c(Cl)c1 (configuration not stated)

Not all compounds are listed; the hit share may differ from the screen's.
